From PubChem
ERG Ets-DNA blk = blocks human ERG Ets domain binding to DNA; fluorescence polarization, His-ERG Ets domain / labelled DNA; Potency, µM (doses to about 76.9 µM), inactives show top-dose FP activity, negative = inhibition, most hits filed as inhibitors; actives 0.028% (n = 370,000); active = well fitted inhibition curve with a large enough effect in the polarisation, with a control signal flat; inconclusive = small, poorly fitted or top-dose-only effect, or effect the other way, or a change in a side signal; inactive = no such curve, though single readings can be large or run the other way; the % refers to the polarisation;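 also: polarization taken with two DNA probes labelled with fluorescein and Texas red; potency is read from the fitted curve at half-maximal effect; % of control where 0% means no effect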
Target sequence (P11308 whole entry, looked up, the tested form may be a part): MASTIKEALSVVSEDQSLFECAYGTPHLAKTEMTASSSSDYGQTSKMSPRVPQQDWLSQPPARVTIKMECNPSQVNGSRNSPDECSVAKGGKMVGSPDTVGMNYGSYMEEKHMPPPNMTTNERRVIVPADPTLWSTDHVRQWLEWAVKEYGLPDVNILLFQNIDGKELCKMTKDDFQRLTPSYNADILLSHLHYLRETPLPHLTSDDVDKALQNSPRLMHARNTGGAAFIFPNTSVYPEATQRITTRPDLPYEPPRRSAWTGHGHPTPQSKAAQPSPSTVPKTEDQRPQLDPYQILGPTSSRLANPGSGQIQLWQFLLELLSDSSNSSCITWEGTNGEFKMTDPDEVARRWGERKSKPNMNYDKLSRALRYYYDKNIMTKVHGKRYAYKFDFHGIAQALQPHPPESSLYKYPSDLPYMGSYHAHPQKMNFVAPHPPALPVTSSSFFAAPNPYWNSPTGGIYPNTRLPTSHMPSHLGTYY
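His-tagged ERG Ets domain (1 uM in the protein solution; 300mM KCl, 50mM Tris-HCl, 1mM EDTA, 1mM DTT, pH 7.5) received compound, then a probe mix of 5 nM fluorescein-DNA and 100nM Texas-615-DNA. Fluorescence polarization was read for both dyes.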
Pol kappa inh = inhibitors of human DNA polymerase kappa; purified Pol kappa, fluorescent DNA synthesis assay, 10 min; Potency, µM (top dose mostly 107 µM), inactives show at the highest dose activity, negative = inhibition, hits mostly inhibitors; Q9UBT6; actives 0.53% (n = 400,000); also: potency is read from the fitted curve at half-maximal effect; % is scaled to controls: 0 for no effect and ±100 for the full control effect
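Kinetic fluorescence screen: compound preincubated 15 min RT with 10 nM enzyme; 50 nM substrate (final) initiates; reads at 0/10 min.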
BLM helicase inh = blocks DNA unwinding by human BLM helicase | Potency, µM (doses to about 56.1 µM), without a hit: top-dose activity change, negative = inhibition, hits mostly inhibitors | recombinant BLM DNA unwinding, fluorescence dequenching | actives 0.2% (n = 350,000) | AID 2528 | P54132;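 also: potency is read from the fitted curve at half-maximal effect; plate controls were vehicle for no effect and no enzyme for full effect; nearly all actives have a fitted effect of over 35% in size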
Apoferritin bind = candidate novel general anesthetic via apoferritin binding; Potency, µM (top dose mostly 77.5 µM), for inactives: top-dose activity change, negative = displacement, most hits filed as inhibitors; AID 485281; P02791; actives 0.074% (n = 350,000); apoferritin/1-aminoanthracene competitive binding, fluorescence; also: potency is read from the fitted curve at half-maximal effect; % is scaled to controls: 0 for no effect and ±100 for the full control effect; nearly all actives have a fitted effect of over 20% in size
Target sequence (P02791 2-175 limits assumed): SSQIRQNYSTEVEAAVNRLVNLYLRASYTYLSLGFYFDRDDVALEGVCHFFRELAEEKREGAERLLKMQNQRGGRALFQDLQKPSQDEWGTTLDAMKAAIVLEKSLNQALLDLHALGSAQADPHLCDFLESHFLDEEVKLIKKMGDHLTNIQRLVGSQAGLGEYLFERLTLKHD
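In PBS, apoferritin at 10 uM is loaded with 1-AMA from a 50% saturated solution. After 10 min of compound exposure at ambient temperature, reduced 535 nm fluorescence indicates probe displacement.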
Pol beta inh = DNA polymerase beta (human) inhibition; P06746; Pol beta primer extension/strand displacement, fluorescence kinetic; Potency, µM (series often up to 114 µM), inactives show at the highest dose activity change, negative = inhibition, most hits filed as inhibitors; actives 1.3% (n = 340,000); AID 485314; also: potency is read from the fitted curve at half-maximal effect; % is scaled to controls: 0 for no effect and ±100 for the full control effect
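Pol beta (10 nM) was preincubated with compound for 15 min at room temperature. The reaction was then started with 50 nM substrate and read immediately and after a further 10 min at room temperature.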
APEX1 inh = blocks human APE1 abasic DNA cleavage; P27695; recombinant APE1, TAMRA/BHQ-2 abasic DNA cleavage fluorescence; Potency, µM (series often up to 65.8 µM), for inactives: top-dose activity change, negative = inhibition, most hits filed as inhibitors; actives 0.35% (n = 350,000); AID 2517;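 also: potency is read from the fitted curve at half-maximal effect; plate controls were vehicle for no effect and reference inhibitor for full effect; nearly all actives have a fitted effect of over 55% in size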
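0.75 nM APE1 + cpd, 15 min RT; start w/ 50 nM TAMRA/BHQ-2 THF-abasic dsDNA; kinetic fluor 525/598 nm ×3 reads @60 s; Δ(read3−read1); normalized to DMSO and NSC13755 control wells.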
TRHR ag = TRH receptor (human) agonism. P34981. TRHR cells, calcium flux fluo-8, FDSS agonist mode. activation, % at 2 µM. actives 0.18% (n = 360,000). AID 493084; in the data active = activation above about 30%; also: 0% is about no effect
Target sequence (P34981 whole entry, looked up): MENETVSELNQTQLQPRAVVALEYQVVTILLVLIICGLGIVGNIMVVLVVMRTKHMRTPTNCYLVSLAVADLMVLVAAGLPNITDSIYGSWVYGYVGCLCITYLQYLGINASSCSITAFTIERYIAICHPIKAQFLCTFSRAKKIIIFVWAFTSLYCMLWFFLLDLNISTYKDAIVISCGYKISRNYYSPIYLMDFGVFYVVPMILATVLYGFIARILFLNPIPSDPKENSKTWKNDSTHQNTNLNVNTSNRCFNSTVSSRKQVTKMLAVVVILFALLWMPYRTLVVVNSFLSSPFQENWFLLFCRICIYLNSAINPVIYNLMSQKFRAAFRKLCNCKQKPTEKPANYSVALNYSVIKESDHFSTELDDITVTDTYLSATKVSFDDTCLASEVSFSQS
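TRHR-expressing cells loaded with fluo-8 calcium dye; 23 nL library compound pin-transferred, kinetic FDSS fluorescence (Ex 480/Em 530) recorded about 180 s for agonist-induced calcium release, before a 10 nM TRH EC20 addition for potentiator mode.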
Pol iota inh = inhibitors of human DNA polymerase iota. Potency, µM (series often up to 115 µM), inactives show at the highest dose activity, negative = inhibition, hits mostly inhibitors. Pol iota fluorescent replication assay, 10 min. AID 588590. actives 1% (n = 390,000); also: potency is read from the fitted curve at half-maximal effect
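Fluorescent replication assay read twice, at 0 min and 10 min after adding 50 nM (final) substrate. Enzyme (10 nM) and compounds were first incubated 15 min at room temperature; enzyme-free buffer wells were negative controls.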
ALOX12 inh = inhibitors of human 12S-lipoxygenase ALOX12 | AID 1671190 | P18054 | purified 12hLO, xylenol orange hydroperoxide absorbance | Potency, µM (highest dose often 108 µM), for inactives: at the highest dose activity change, negative = inhibition, actives largely listed as inhibitors | actives 1.1% (n = 580,000); also: potency is read from the fitted curve at half-maximal effect; % is scaled to controls: 0 for no effect and ±100 for the full control effect
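Hydroperoxide product was detected by ferrous iron/xylenol orange as the 573 to 405 nm absorbance ratio. Arachidonic acid at 40 uM (final) was turned over for 30 min at room temperature by 150 nM human 12hLO, pH 7.0 Hepes buffer, after 15 min compound preincubation.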
Active calls of the source: *; u = inconclusive; x = no result given; & = joins results of further samples; [ ] = another dose, or the depositor's remark. Unless noted, calls follow the shape of the dose curve; as a rule, active = well fitted curve in the direction sought with a large enough effect; inconclusive = small, poorly fitted or top-dose-only effect, or another doubt; inactive = no such curve, though single readings can be large; an effect the other way counts as inactive or inconclusive.

1	CCn1cc(CN2CCN(CCc3ccccc3)C(CCO)C2)c(C)n1 (stereo not given)
2	O=C(NCCc1csc(-c2cccnc2)n1)c1cccc(Cl)c1
3	CC(=O)N1CCCC1c1nc2ccccc2n1Cc1cc(C)ccc1C (stereo not given)
4	COc1ccc(N2C(=O)C3CCCN3C2c2cccc(OC)c2OC)cc1 (stereo not given)
5	O=C(CNC(=O)c1ccccc1F)Nc1ccncc1
6	CC(=O)Nc1ccc(N(C(=O)CNC(=O)c2cccs2)C(C(=O)NC(C)(C)C)c2ccccc2)cc1 (stereo not given)

Assay by compound,1,2,3,4,5,6
ERG Ets-DNA blk,11%,-4%&-2%,2%,0%,6%,-8%
Pol kappa inh,2%,-3%,-17%,-3%,8%,-19%
BLM helicase inh,1%,0%&1%,2%,-8%,x,-1%
Apoferritin bind,-7%,0%&-11%,-9%,-8%,x,-4%
Pol beta inh,13%,-8%&0%,-22%,8%,x,2%
APEX1 inh,3%,0%,x,-3%,12%,-1%
TRHR ag,4.4,-0.6&-0.6,-1.0,0.8,1.0,-0.2
Pol iota inh,21%,38%&-5%,3%,19%,42%[activator],48%[activator]
ALOX12 inh,-4%,-2%&-14%,-8%,381%[activator],-11%,52%[activator]

7	COc1cccc(OCc2cc(C(=O)NCCN3CCCCC3CO)no2)c1 (stereo not given)
8	Cc1ccc(-n2ncc3c(=O)n(Cc4cccnc4)cnc32)cc1
9	COc1ccc(-n2c(=O)c(-c3ccccc3)nc3cncnc32)cc1
10	Cc1ccccc1N=Nc1c(N)n[nH]c1N
11	O=S(=O)(c1cc(Br)c(Cl)s1)N1CCCC1
12	COc1cc(OC)c(NC(=O)CN(C)S(=O)(=O)c2ccc3[nH]c(=O)oc3c2)cc1Cl

Assay by compound,7,8,9,10,11,12
ERG Ets-DNA blk,3%,3%,x,-1%,-5%,1%
Pol kappa inh,-14%,-6%,-2%[60.1 µM],-9%,-12%,u
BLM helicase inh,-1%,-5%,1%,-6%,-12%,-6%
Apoferritin bind,-19%,-16%,x,u,3%,-10%
Pol beta inh,39%,16%,x,9%,-22%,u
APEX1 inh,0%,-1%,7%,12%,5%,5%
TRHR ag,0.0,-0.2,x,1.0,-0.6,-0.1
Pol iota inh,10%,24%,x,-5%,-25%,-5%
ALOX12 inh,0%,9%,134%[activator],41%[activator],178%[activator],-15%

Complete entries, looked up by structure. Order of values: ERG Ets-DNA blk | Pol kappa inh | BLM helicase inh | Apoferritin bind | Pol beta inh | APEX1 inh | TRHR ag | Pol iota inh | ALOX12 inh
Cc1ccc(-n2ncc3c(=O)n(Cc4cccnc4)cnc32)cc1 reads 3% | -6% | -5% | -16% | 16% | -1% | -0.2 | 24% | 9%
Cc1ccccc1N=Nc1c(N)n[nH]c1N reads -1% | -9% | -6% | u | 9% | 12% | 1.0 | -5% | 41%[activator]

Following part.
13	CCOC(=O)CC1CCCCN1C(=O)c1ccc2nc(CCOC)oc2c1 (stereo not given)
14	O=C(Nc1ccc(F)cc1)N1CCN(c2ncccn2)CC1
15	COc1ccc(NS(=O)(=O)c2ccc(N3CCCC3)c(NC(=S)Nc3cccc(C)c3C)c2)cc1
16	CCOC(=O)Cc1csc(NC(=O)C(CC(C)C)NC(=O)C2CCCCC2)n1 (stereo not given)
17	COc1ccccc1NC(=O)c1cccs1
18	COc1ccc(-n2c(N)c(C(=O)NCC3CCCO3)c3nc4ccccc4nc32)c(OC)c1 (stereo not given)

Assay by compound,13,14,15,16,17,18
ERG Ets-DNA blk,-6%,-3%,2%,14%,-9%,-1%
Pol kappa inh,12%,-7%,5%,-8%,-5%,-22%
BLM helicase inh,-2%,-5%,-4%,-5%,1%,-10%
Apoferritin bind,0%,-1%,-12%,-16%,-8%,26%
Pol beta inh,0%,0%,-20%,6%,-1%,1%
APEX1 inh,-11%,-8%,10%,1%,-1%,u
TRHR ag,0.5,0.2,-0.3,0.0,0.3,0.3
Pol iota inh,-4%,20%,u,-15%,10%,40%[activator]
ALOX12 inh,1%,5%,16µM*,8%,-24%,-15%

19	Cc1ccccc1-n1ncc2c1CC(C)(C)CC2NC(=O)CCN1CCCCC1=O (stereo not given)
20	O=C(COC(=O)C1CCN(C(=O)c2ccc(Cl)cc2)CC1)Nc1ccccc1F
21	Cc1ccc(NC(=O)CCCn2c(=O)c3cccn3c3cccnc32)c(C)c1
22	COCC(=O)N1CCC[C@@]2(CCN(c3ccccn3)C2)C1
23	Cc1ccc(C(=O)Nn2c(O)c(C=C3N=c4ccccc4=N3)sc2=S)cc1
24	CCc1cc(Cn2nc(-c3ccccc3C)cc2C(=O)O)on1

Assay by compound,19,20,21,22,23,24
ERG Ets-DNA blk,-2%,-5%,2%,x,2%,-10%
Pol kappa inh,-5%,-13%,-6%,1%[60.1 µM],-11%,-3%
BLM helicase inh,0%,x,-10%,-2%,-2%,x
Apoferritin bind,-4%,x,9%,x,-11%,x
Pol beta inh,39%,x,19%,x,u,x
APEX1 inh,1%,12%,x,1%,-9%,-11%
TRHR ag,-0.6,0.1,-1.5,x,0.8,-0.1
Pol iota inh,22%,-11%,3%,x,14%,7%
ALOX12 inh,0%,326%[activator],-24%,2%[57.4 µM],25%,-60%

25	CCOc1ccc(Nc2nc3c(S(=O)(=O)c4ccc(CC)cc4)nnn3c3ccc(Cl)cc23)cc1
26	CC(C)(C)C(=O)Cn1c(=O)n(CCCCCC(=O)NCc2ccc3c(c2)OCO3)c(=O)c2sccc21
27	Cc1ccnc(-n2c(CCN3C(=O)c4ccccc4C3=O)nc3ccccc3c2=O)c1
28	O=S(=O)(c1ccc2c(c1)CCCC2)N1CCNCC1
29	N#Cc1c(-c2ccccc2Cl)noc1/C=C/Nc1ccc(C(=O)O)cc1
30	COc1ccc(CNC(=O)CN2C(=O)NC(C)(c3cccc(Br)c3)C2=O)cc1 (stereo not given)

Assay by compound,25,26,27,28,29,30
ERG Ets-DNA blk,-1%,-10%,5%,-8%,19%,-17%
Pol kappa inh,-35%,-1%,-5%,1%,6%[60.1 µM],-20%[60.1 µM]
BLM helicase inh,-11%,-1%,-3%,x,-8%,-7%
Apoferritin bind,9%,7%,0%,x,-22%,-6%
Pol beta inh,0%,13%,-20%,x,u,-1%
APEX1 inh,x,x,-3%,43%,-7%,24%
TRHR ag,0.0,-2.1,-0.5,1.3,-0.1,-1.5
Pol iota inh,33%[activator],-12%,4%,11%,9%,36%[activator]
ALOX12 inh,-3%,-2%,0%,u,-12%,x

31	CNS(=O)(=O)c1ccc(Cl)nc1
32	CCCCN(Cc1ccco1)C(=O)Cn1ncc2c(=O)oc3ccc(C)cc3c21
33	Cc1ccc(S(=O)(=O)c2cn(Cc3ccccc3)c3cc(N4CCCCC4)c(F)cc3c2=O)cc1
34	CC(C)CNS(=O)(=O)c1ccc(S(=O)(=O)N2CCC3(CC2)OCCO3)cc1
35	CC(C)(C)C(=O)NCCN1CCN(C(=O)C(C)(C)C)CC1
36	CC(C)n1c(NCc2cc(Cl)ccc2O)nc2ccccc21

Assay by compound,31,32,33,34,35,36
ERG Ets-DNA blk,-10%,0%,0%,x,1%,0%
Pol kappa inh,0%,2%,-11%,-13%,2%,2%
BLM helicase inh,5%,-1%,-12%,0%,2%,-5%
Apoferritin bind,4%,2%,-16%,-11%,2%,u
Pol beta inh,26%,0%,4%,-1%,0%,3%
APEX1 inh,4%,2%,x,-2%,11%,-5%
TRHR ag,0.4,-0.1,0.7,-0.6,0.0,0.4
Pol iota inh,7%,6%,-2%,21%,-6%,4%
ALOX12 inh,-14%,29%,-17%,-19%,3%,u

37	C/C(=N/NC(=O)CNC(=O)CCc1ccccc1)c1ccc(Cl)c(Cl)c1
38	O=c1c(C(c2ccccc2)c2c(O)nc3n(c2=O)CCS3)c(O)nc2n1CCS2
39	Cc1ccc(-n2c(SCC(=O)N3CCOCC3)nnc2-c2ccncc2)cc1
40	O=C(CS(=O)(=O)c1cccc2nsnc12)Nc1ccccc1
41	Cc1cc(OCC(=O)Nc2ccc3c(c2)OCCO3)ccc1Cl
42	C/C(=N\NC(=O)c1cc(C)nc2ccccc12)c1ccc([N+](=O)[O-])cc1

Assay by compound,37,38,39,40,41,42
ERG Ets-DNA blk,-1%,-10%,3%,-3%,6%,-5%
Pol kappa inh,-4%,-3%,-9%,1%[60.1 µM],-17%,3%
BLM helicase inh,-6%,2%,0%,0%,-3%,-4%
Apoferritin bind,u,1%,-6%,-5%,u,-6%
Pol beta inh,u,-18%,16%,-20%,-15%,-5%
APEX1 inh,19%,u,4%,x,3%,-1%
TRHR ag,-2.9,0.5,0.8,-0.4,-0.4,-0.9
Pol iota inh,29%,-8%,-6%,12%,-6%,11%
ALOX12 inh,420%[activator],u,14%,-15%,-3%,4%

43	N#C/C(=C/c1ccc2c(c1)OCO2)C(=O)NCCc1c[nH]c2ccccc12
44	O=C(O)CCCCCNc1nc(=S)[nH]c2ccccc12
45	O=C(NCCc1ccc(Cl)cc1)c1nc(-c2cccc(F)c2)n2c1CCCCC2
46	COc1ccc(-c2nnc(-c3cc4ccccc4oc3=O)o2)cc1
47	COc1cccc(-c2coc3cc4oc(=O)c(CC(=O)O)c(C)c4cc23)c1
48	CC(C)c1nn2c(=O)cc(COC(=O)CNC(=O)c3ccccc3Cl)nc2s1

Assay by compound,43,44,45,46,47,48
ERG Ets-DNA blk,0%,-6%,-1%,-2%,-2%,-1%
Pol kappa inh,-4%,6%,-16%,7%,-2%,-4%
BLM helicase inh,-11%,-1%,-6%,0%,-6%,-2%
Apoferritin bind,u,2%,5%,19%,-1%,41%[activator]
Pol beta inh,-1%,1%,4%,-1%,-20%,29%
APEX1 inh,0%,-1%,x,7%,32%,x
TRHR ag,-0.4,-0.9,-0.3,-0.8,0.2,-0.5
Pol iota inh,-12%,15%,2%,37%[activator],-14%,-7%
ALOX12 inh,-9%,u,-8%,21%,0%,-20%

An excerpt, so the mix of outcomes need not match the whole.
